Salmonella PhoP GFP – PhoP-dependent GFP reporter repression – Salmonella Typhimurium, primary screen (AID 1863); S. Typhimurium PhoP-regulated promoter GFP reporter, 4 h; higher % means a stronger effect; one-dose inhibition, % at 50 µM; IC50 in µM for titrated hits; 0.16% of 300,000 active;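 active = inhibition over 29.93%, a cutoff 3 SD above the screen mean, later confirmed by dose response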;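 note: 0% = low Mg2+ inducing control and 100% = high Mg2+ repressing control; strong numbers were not always called active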
LYP phosphatase – inhibitors of LYP phosphatase, biochemical, fluorescence intensity, uHTS (AID 1779); recombinant LYP phosphatase, fluorescence intensity; higher % means a stronger effect; inhibition, % at 11.5 µM; hits with a dose series show IC50 in µM; 0.054% of 290,000 active;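 note: plate controls were vehicle with enzyme for no effect and no enzyme for full effect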
NOD1 NF-kB reporter – inhibition of NOD1-driven NF-kB reporter – cell-based, luminescence, uHTS, primary screen (AID 1578); NOD1-driven NF-kB luciferase reporter cells, luminescence; higher % means a stronger effect; inhibition, % at 4 µM; hits with a dose series show EC50 in µM; 1% of 290,000 active; in the data active = inhibition mostly above about 36%, no sharp cut-off; inactive = mostly below about 34%;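 note: HEK-293T reporter cells stimulated with the NOD1 agonist gamma-tri-DAP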
Myeloid diff MLP – myeloid differentiation induction. ER-HoxA9 myeloid progenitors, lysozyme-GFP differentiation, flow cytometry. calls only at 10 µM. 1% of 360,000 active;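 active = normalized GFP-positive differentiation at or above the plate's own cutoff, the solvent-only control mean plus 3 SD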;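 note: cells exposed to compound for four days before flow analysis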
KOR beta-arrestin-1 – kappa opioid receptor activators – cell-based, luminescence, uHTS, primary screen (AID 1777); KOR beta-arrestin recruitment, luminescence; higher % means a stronger effect; 0.02% of 280,000 active; activation, % at 10 µM, or EC50 in µM where a hit was titrated; in the data active = activation above about 50%, passing the limit was not always enough; note: a part of the inactive calls stands beside numbers as strong as those of hits
HIV fusion peptide – cell-free HIV fusion peptide-binding blockers – biochemical, uHTS, fluorescence dequenching, primary screen (AID 1986); inhibition, % at 20 µM, or IC50 in µM where a hit was titrated; 0.3% of 290,000 active; cell-free peptide binding, fluorescence dequenching, 30 min; higher % means a stronger effect; in the data active = inhibition mostly above about 52%, no sharp cut-off; inactive = mostly below about 76%; note: some results filed as inactive read as strong as hits
KOR beta-arrestin-2 – kappa opioid receptor blockers – cell-based, luminescence, uHTS (AID 1778); KOR beta-arrestin recruitment, luminescence, antagonist mode; higher % means a stronger effect; inhibition, % at 10 µM; hits with a dose series show IC50 in µM; 0.091% of 290,000 active; note: strong numbers were not always called active
Siah-1 displacement – blockers of Siah-1 interaction with plectin peptide – biochemical, fluorescence polarization, rhodamine-plectin, uHTS, primary screen (AID 1817); Siah-1 / rhodamine-plectin peptide fluorescence polarization; higher % means a stronger effect; displacement, % at 20 µM; hits with a dose series show IC50 in µM; 0.02% of 290,000 active;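 active = displacement of at least 50% at 20 µM, with a fluorescence ratio check between 0.3 and a set limit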;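 note: plate controls were Siah plus tracer with DMSO for no effect and tracer alone without Siah for full effect; strong numbers were not always called active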
HEK293 NOD2/NF-kB – inhibition of NOD2-driven NF-kB reporter – cell-based, luminescence, uHTS, HEK293 (AID 1566) | one-dose inhibition, % at 4 µM; EC50 in µM for titrated hits | 0.63% of 290,000 active | HEK293 NOD2/NF-kB luciferase reporter, luminescence; higher % means a stronger effect; note: many of its hits are not listed in these tables
Myeloid diff MLP GFP+ MAC1+ % – recorded beside Myeloid diff MLP, whose call it bears; GFP+ MAC1+ double positive, %; measured here: differentiation confirmed by MAC1 staining
Numbers without * were called inactive; i = inactive; . = no result given; [ ] = remark or other dose. Cut-off read from the data, not from the text of the source, unless noted: active = inhibition above about 50%; inactive = the rest. Only part of the results is shown. The share of hits here may be higher or lower than overall.

Screens in order: Salmonella PhoP GFP	LYP phosphatase	NOD1 NF-kB reporter	Myeloid diff MLP	Myeloid diff MLP GFP+ MAC1+ %	KOR beta-arrestin-1	HIV fusion peptide	KOR beta-arrestin-2	Siah-1 displacement	HEK293 NOD2/NF-kB
> Cc1sc2ncnc(N3CCC(C(=O)NNC(=O)c4ccccc4Cl)CC3)c2c1C
  3%	-5%	5%	i	6.0	-3.7%	-1.3%	1%	-2%	20%
> O=C(/C=C/c1cccs1)N1CCc2ccccc21
  0%	1%	-75%	i	0.6	0.6%	1.5%	.	2%	-138%
> Cc1ccc(-c2ccc(=O)n(CC(=O)NCCN3CCCCC3C)n2)cc1 (stereo not drawn)
  8%	-3%	54%	i	0.7	2.7%	2.2%	-23%	-3%	23%
> O=[N+]([O-])c1cc(C(F)(F)F)ccc1NCCCCNS(=O)(=O)c1ccc(Cl)cc1
  -11%	1%	33%	i	1.5	3.1%	1.1%	24%	8%	24%
> O=C(Cn1cnc2ccccc21)NCc1ccccc1
  7%	-9%	-26%	i	0.9	.	1.4%	.	0%	-2%
> O=C(NCCCNCc1ccccc1)c1ccc(/C=N/O)nc1
  -17%	-1%	-4%	i	0.7	4.3%	0.7%	-38%	1%	-4%
> O=C(Nc1nncs1)c1ccccc1NS(=O)(=O)c1cccs1
  2%	-5%	15%	i	1.5	2.7%	16%	-26%	-1%	5%
> CCOc1ncccc1C(=O)OCC(=O)c1cc(OC)ccc1OC
  -1%	1%	-36%	i	0.5	5.9%	0.7%	-20%	0%	11%
> Cc1ccc(C)c(NC(=O)CN2C(=O)COc3ccc(S(=O)(=O)N4CCCC4)cc32)c1
  1%	-8%	-13%	i	2.0	4.7%	1.7%	38%	13%	9%
> Cc1cc(C)cc(NC(=S)N2CCN(c3ncc(C(F)(F)F)cc3Cl)CC2)c1
  -3%	0%	-1%	i	0.6	.	-1.6%	-15%	1%	0%
> Cc1cc(C)cc(NC(=O)[C@H](NC(=O)[C@@H]2Cc3ccccc3CN2)c2ccccc2)c1
  9%	-10%	-26%	i	2.6	7.3%	-1.0%	16%	-4%	0%
> O=C(NC(=S)Nc1cc(Cl)ccc1N1CCOCC1)c1ccccc1[N+](=O)[O-]
  0%	1%	16%	i	0.0	3.7%	2.5%	-29%	12%	8%
> CN(Cc1ccccc1)S(=O)(=O)c1ccc2c(c1)CCC(=O)N2
  -7%	-3%	-22%	i	0.8	-1.0%	0.2%	-15%	-1%	3%
> O=C(NNc1ccc(C2CCCCC2)cc1)C(O)(c1ccccc1)c1cccs1 (stereo not drawn)
  10%	0%	-6%	i	0.2	2.1%	1.2%	-28%	1%	-23%
> N#CCCn1cc(/C=N/O)c(-c2ccc(F)cc2)n1
  -24%	-7%	-5%	i	0.8	-6.9%	1.1%	-12%	-1%	10%
> Cc1nc2ccc(S(=O)(=O)NCC(=O)Nc3ccc(F)cc3)cc2s1
  -1%	-6%	-2%	i	2.4	3.4%	-1.0%	-20%	-1%	13%
> Cc1ccc(/C(O)=C2\C(=O)C(=O)N(C)C2c2cccc([N+](=O)[O-])c2)cc1 (stereo not drawn)
  1%	-4%	-11%	i	0.1	1.1%	-2.1%	4%	2%	0%
> CN=C1SC(CC(=O)Nc2ccc(C(=O)O)cc2)C(=O)N1C (stereo not drawn)
  -7%	-12%	-4%	i	7.7	5.8%	0.5%	-28%	-2%	-7%
> CCOC(=O)Nc1ccccc1C(=O)N1CCOCC1
  1%	-10%	-1%	i	1.1	-2.8%	-2.2%	-12%	-3%	9%
> Cc1onc(-c2c(Cl)cccc2Cl)c1/C(N)=N/OC(=O)C(C)(C)C
  2%	-3%	0%	i	0.7	-3.8%	0.8%	1%	10%	4%
> CCCN(CCC)S(=O)(=O)c1ccc(C(=O)O)cc1
  1%	-6%	50%	i	3.0	-0.4%	-0.3%	-30%	1%	5%
> COc1cc(/C=C2\SC(=O)N(c3ccc(O)cc3)C2=O)cc(OC)c1OC
  -4%	-4%	-8%	i	0.5	8.3%	0.9%	-18%	3%	24%
> CCOC(=O)C(C)NC(=O)CCc1nnc2ccc(N3CCC(C)CC3)nn12 (stereo not drawn)
  -3%	7%	-17%	i	0.4	6.6%	1.6%	-26%	1%	-16%
> CC(=O)NC1C(=O)N(CCc2ccccc2)c2ccccc21 (stereo not drawn)
  4%	2%	0%	i	0.8	0.1%	-1.8%	-23%	2%	-8%
> CN(C)C(=O)c1ccc(NC(=O)c2cccnc2)cc1
  -4%	-4%	5%	i	1.1	4.0%	-2.7%	-35%	-3%	4%
> O=S(=O)(NCc1ccc(F)cc1)c1ccc(-n2cnnn2)cc1
  -6%	1%	-14%	i	0.7	0.6%	-0.1%	-18%	-1%	-18%
> Cc1cc(C)c(C(=O)N(C)CC2CCCN(CCc3ccccc3F)C2)o1 (stereo not drawn)
  -3%	-10%	-18%	i	0.8	0.3%	1.0%	-1%	5%	4%
> CC1CCCN(S(=O)(=O)c2ccc3oc(=O)ccc3c2)C1 (stereo not drawn)
  -3%	-4%	-40%	i	0.3	0.5%	-1.0%	-2%	-1%	4%
> CSC1=C(C#N)C(c2cccc(Br)c2)CC(=O)N1 (stereo not drawn)
  0%	-4%	-3%	i	0.7	9.5%	-0.3%	6%	8%	13%
> Cc1ccc(Oc2cc(C)nc(-c3ccccc3O)n2)cc1
  -10%	-7%	-14%	i	1.9	1.9%	-4.2%	-12%	2%	5%
> Cc1sc(-n2c(C)cc(/C=N/n3cnnc3)c2C)c(C#N)c1C
  -9%	-2%	7%	i	8.2	1.5%	0.0%	-38%	2%	13%
> Cc1cc(C)n2c(Nc3ccc4c(c3)OCCO4)c(-c3ccccc3)nc2n1
  7%	8%	-31%	i	0.3	0.8%	2.6%	-27%	1%	4%
> Cc1ccc(CNC(=O)c2ccc(OCC(C)C)cc2)n1C
  6%	-9%	6%	i	0.4	-3.4%	1.9%	18%	0%	22%
> COc1cc(OC)c(OC)cc1/C=N/NC(=O)CCc1c(C)n[nH]c1C
  -2%	-6%	-7%	i	0.8	2.5%	-2.2%	14%	-4%	6%
> CCCOc1cccc(-c2cc(C(=O)NN)c3ccccc3n2)c1
  15%	0%	-34%	i	0.2	3.5%	-0.8%	-45%	5%	-14%
> Cc1ccc(OC(C)C(=O)Nc2ccc3c(c2)n(C)c(=O)n3C)c(C)c1 (stereo not drawn)
  -2%	-11%	1%	i	0.6	-5.8%	-0.7%	-12%[20 µM]	-7%	19%
> O=C(CC(=O)Nc1nc(C23CC4CC(CC(C4)C2)C3)cs1)NCCO
  -11%	-3%	6%	i	0.6	6.8%	0.3%	-2%	0%	-23%
> C=CCn1c(CSCc2ccc(Cl)cc2)nnc1SCC(=O)NCc1ccccc1
  -4%	-1%	-29%	i	0.9	-2.2%	-1.1%	10%	0%	-11%
> Cc1c(C(=O)NCC2CCCO2)oc2ccc3c(c12)C(=O)CC(C)(C)O3 (stereo not drawn)
  6%	-4%	-94%	i	0.3	0.7%	3.6%	-6%	2%	-200%
> CCCn1c2c(c(=N)c3c1CCC3)CCC2
  .	-3%	-4%	i	0.0	-3.2%	-1.4%	20%	6%	11%

Complete entries, quoted from the list. Screens in order: Salmonella PhoP GFP, LYP phosphatase, NOD1 NF-kB reporter, Myeloid diff MLP, Myeloid diff MLP GFP+ MAC1+ %, KOR beta-arrestin-1, HIV fusion peptide, KOR beta-arrestin-2, Siah-1 displacement, HEK293 NOD2/NF-kB
Shown for C=CCn1c(CSCc2ccc(Cl)cc2)nnc1SCC(=O)NCc1ccccc1 : -4%, -1%, -29%, i, 0.9, -2.2%, -1.1%, 10%, 0%, -11%
Shown for CCOC(=O)C(C)NC(=O)CCc1nnc2ccc(N3CCC(C)CC3)nn12 (stereo not drawn) : -3%, 7%, -17%, i, 0.4, 6.6%, 1.6%, -26%, 1%, -16%

(more compounds)
Screens in order: Salmonella PhoP GFP	LYP phosphatase	NOD1 NF-kB reporter	Myeloid diff MLP	Myeloid diff MLP GFP+ MAC1+ %	KOR beta-arrestin-1	HIV fusion peptide	KOR beta-arrestin-2	Siah-1 displacement	HEK293 NOD2/NF-kB
> O=C1CN(C(=O)NCCC(=O)NC2CCCCC2)c2ccccc2N1
  1%	-13%	-6%	i	1.0	-4.8%	1.0%	3%	0%	12%
> CC1CCCCC1NC(=O)CN1CCC(NC(=O)c2ccc([N+](=O)[O-])cc2)CC1 (stereo not drawn)
  -1%	3%	-16%	i	1.1	-1.9%	0.4%	-6%	5%	-6%
> O=C(CN1CCN(c2ccc(Cl)cc2)CC1)c1ccc2c(c1)OCO2
  -4%	1%	6%	i	0.6	0.6%	-0.9%	-17%	-2%	0%
> Cc1cc(NS(=O)(=O)c2ccc(N3C(=O)C4C5C=CC(C5)C4C3=O)cc2)nc(C)n1 (stereo not drawn)
  -2%	-4%	-10%	i	0.5	-2.3%	-1.7%	26%	4%	15%
> CN1C(=O)[C@H]2[C@@H](C3CC3)N3C(=O)CN(Cc4ccccc4)C(=O)[C@@]3(C)[C@H]2C1=O
  .	-16%	-28%	i	1.6	-3.0%	-0.9%	-39%[20 µM]	2%	16%
> O=c1[nH]c(-[n+]2ccc3ccccc3c2)c(/C=N/N=C(\[O-])c2ccccc2)s1
  -18%	-7%	5%	i	3.3	-0.7%	2.9%	-39%	-1%	-1%
> Cn1c(-c2csc(-c3ccccc3)n2)n[nH]c1=S
  0%	-7%	-29%	i	0.3	-4.3%	-2.3%	-55%[20 µM]	2%	-17%
> CC1(C)Cc2cccc(OCC(=O)Nc3nccs3)c2O1
  -11%	0%	-10%	i	1.2	-8.1%	-2.6%	2%	1%	8%
> Cc1cc2c(OCC(O)CN3CCCCC3)cccc2[nH]1 (stereo not drawn)
  -9%	-3%	-14%	i	0.2	-1.1%	-1.6%	-4%	-3%	16%
> Cc1ccc(C(=O)Nc2ccccc2OC(F)F)cc1
  14%	-6%	-7%	i	0.7	1.7%	0.7%	19%	-2%	0%
> Cc1ccc(N2CC(C(=O)NC3CCSC3=O)CC2=O)cc1 (stereo not drawn)
  11%	-7%	0%	i	1.1	9.8%	16%	18%	1%	15%
> c1cc(Nc2cccc3nccnc23)c2nccnc2c1
  16%	-4%	5%	i	0.3	.	3.8%	7%[20 µM]	-6%	-175%
> CC1(C)Cc2c(cnn2-c2cccc(F)c2)C(NC(=O)CN2CCCC2=O)C1 (stereo not drawn)
  -2%	0%	-7%	i	0.0	13%	2.2%	-12%	2%	-7%
> O=C1CCC(/C=C/c2ccccc2)=NN1Cc1ccccc1
  -2%	2%	-10%	i	0.3	10%	-0.5%	-34%	-6%	-19%
> Cc1ccc(-c2nnc(NC3CCCCC3)c3ccccc23)cc1S(=O)(=O)N1CCN(C)CC1
  11%	-4%	-7%	i	2.9	6.2%	0.1%	-37%	4%	11%
> CCC1CCCCN1CCNC(=O)c1[nH]c(C)c(C(C)=O)c1C (stereo not drawn)
  -1%	4%	-40%	i	1.7	2.4%	1.6%	-25%	4%	-7%
> COc1cccc(CNC(C)C(=O)Nc2ccc3c(c2)OCCO3)c1 (stereo not drawn)
  10%	-4%	-49%	i	0.4	7.5%	3.3%	-17%	7%	-1%
> O=C(Nc1ncc(Cl)cn1)c1cccs1
  6%	-4%	-31%	i	0.3	-7.8%	1.7%	-4%	-1%	0%

Compound activity (PubChem BioAssay)
